Screening data from PubChem.
ADAM10 inh: inhibitors of human ADAM10; O14672; recombinant ADAM10, EDANS/DABCYL FRET peptide cleavage, 3 h; inhibition, % at 7 µM; hit rate 0.62% among 370,000; AID 720582;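 active = inhibition above a per-campaign cutoff equal to the mean of compounds falling between control-based bounds plus 3 SD, cut at about 20% in these data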;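 also: 0% = DMSO wells while the 100% control is not disclosed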
GAA850 FXN act: increases GAA850 frataxin promoter reporter activity; HEK293 lucGAA850 FXN promoter luciferase reporter, 24 h; percent of 10 µM SAHA response; AID 540364; hit rate 0.56% among 360,000; activation, % at 6 µM;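 active = activation above the average of all compounds screened plus 3 SD, cutoff fixed separately per campaign, cut at about 7.5% in these data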;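 also: 0% = DMSO wells and 100% = 10 µM SAHA wells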
hcDAF12 agonist: activates DAF-12 receptor from parasite H. contortus; HEK293 hcDAF-12 lit1-tk-luc reporter, luminescence; 0% DMSO, 100% Δ7-dafachronic acid; activation, % at 6.8 µM; hit rate 1.4% among 370,000;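 active = activation above the mean of all tested compounds plus 3 SD, cut at about 5.5% in these data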;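 also: 100% = response to 3 µM Δ7-dafachronic acid high control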
HGIII-sPLA2 inh: Inhibits HGIII-sPLA2 liposome hydrolysis, primary screen; Q9NZ20; hit rate 0.56% among 370,000; QFRET BODIPY PC-A2 liposome hydrolysis, fluorescence; inhibition, % at 12.2 µM; AID 743126;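 active = inhibition above mean plus 3 SD of compounds lying within the high and low control bounds, cut at about 19% in these data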;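 also: 0% = median of test compound wells and 100% = no enzyme DMSO wells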
Target sequence (Q9NZ20 whole entry, looked up): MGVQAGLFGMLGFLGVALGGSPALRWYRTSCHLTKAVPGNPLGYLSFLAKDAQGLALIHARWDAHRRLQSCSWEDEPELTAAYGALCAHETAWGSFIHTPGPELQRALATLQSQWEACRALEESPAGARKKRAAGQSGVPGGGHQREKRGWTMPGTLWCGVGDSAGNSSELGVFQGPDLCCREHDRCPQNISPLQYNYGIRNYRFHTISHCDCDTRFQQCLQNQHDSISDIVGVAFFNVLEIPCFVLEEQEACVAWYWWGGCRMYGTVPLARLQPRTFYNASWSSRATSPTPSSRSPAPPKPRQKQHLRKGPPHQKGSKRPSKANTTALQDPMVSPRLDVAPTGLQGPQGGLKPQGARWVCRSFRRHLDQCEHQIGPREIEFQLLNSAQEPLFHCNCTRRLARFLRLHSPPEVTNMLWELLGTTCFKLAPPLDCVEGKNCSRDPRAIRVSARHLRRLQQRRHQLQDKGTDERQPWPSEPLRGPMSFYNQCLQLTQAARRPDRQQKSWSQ
GC-A act: GC-A (human) enzyme activation. HEK293 GC-A cells, cGMP TR-FRET, EC30 ANP; 0% at EC30 ANP, 100% saturating ANP. activation, % at 10 µM. hit rate 0.14% among 370,000. AID 1671463; in the data active = activation above about 40%
SMARCA2 activ: SMARCA2 function activation, primary screen | MG213 cells, MMTV-luciferase reporter, dexamethasone, overnight | activation, % at 9.1 µM | hit rate 1% among 370,000 | AID 652017; in the data active = activation above about 7.8%;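 also: 0% = vehicle wells and 100% = reference activator wells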
NPR2 activator: GC-B (human) receptor activation; HEK293-GC-B cells, CNP EC30, cGMP TR-FRET; 0% at EC30 CNP, 100% saturating CNP; P20594; activation, % at 10 µM; hit rate 0.11% among 370,000; AID 1920062;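 active = activation at 10 µM reaching about 35% in either raw or pattern-adjusted values, limit read from the data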
DAX1 inh-1: inhibitors of DAX1 repression of SF-1 activated StAR promoter | HEK293T StAR-luciferase reporter, SF-1/DAX-1 repression relief | inhibition, % at 6.8 µM | hit rate 1.1% among 370,000 | AID 652010;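 active = inhibition above the mean over all tested compounds plus 3 SD, cut at about 3.6% in these data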;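 also: 0% = DAX-1 cells with DMSO and 100% = cells lacking DAX-1 with DMSO; higher inhibition means more luminescence from relief of DAX-1 repression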
ssDAF-12 act: S. stercoralis DAF-12 activation, primary screen. hit rate 1% among 370,000. AID 652126. HEK293 ssDAF-12/GRIP1 lit1-tk-luc reporter, luminescence; % of 3 µM dafachronic acid response. activation, % at 6.8 µM;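 active = activation above the mean over all tested compounds plus 3 SD, cut at about 0.9% in these data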;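 also: 0% = DMSO-only wells and 100% = 3 µM delta7-dafachronic acid wells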
DAX1 inh-2: inhibits human nuclear receptor DAX1; P51843; HEK293 Gal4-DAX1 luciferase reporter, luminescence; inhibition, % at 6.75 µM; hit rate 0.99% among 340,000; AID 504766;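 active = inhibition above the mean over all tested compounds plus 3 SD, cut at about 4.2% in these data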;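 also: 0% = DAX1-transfected cells with DMSO and 100% = empty-vector control cells with DMSO; inhibition shows as a rise in luminescence from relieved DAX1 repression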
Target sequence (P51843 207-470 limits assumed): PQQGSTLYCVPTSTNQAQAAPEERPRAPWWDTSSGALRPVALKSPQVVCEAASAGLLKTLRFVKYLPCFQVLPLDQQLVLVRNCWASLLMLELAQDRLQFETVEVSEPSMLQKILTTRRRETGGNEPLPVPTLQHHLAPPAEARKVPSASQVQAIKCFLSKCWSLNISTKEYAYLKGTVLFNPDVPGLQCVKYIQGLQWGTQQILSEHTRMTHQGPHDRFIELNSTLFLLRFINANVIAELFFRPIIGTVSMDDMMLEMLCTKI
hgDAF12 agonist: agonists of H. glycines DAF-12 nuclear receptor; HEK293 GAL4-hgDAF12 UAS-luciferase reporter, agonist luminescence; normalized to butyrate control; activation, % at 6.8 µM; hit rate 1.8% among 370,000;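 active = activation above a cutoff set at the mean of all screened compounds plus 3 SD, cut at about 10% in these data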;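 also: 0% = DMSO wells and 100% = sodium butyrate wells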
* marks the source's active call; other numbers are inactive results; i = inactive; / = no result given.

SMILES	ADAM10 inh	GAA850 FXN act	hcDAF12 agonist	HGIII-sPLA2 inh	GC-A act	SMARCA2 activ	NPR2 activator	DAX1 inh-1	ssDAF-12 act	DAX1 inh-2	hgDAF12 agonist
CCOC(=O)c1sc2nc(CSc3ccccc3)nc(N3CCCN(C)CC3)c2c1C	-11	-0.3	-0.7	-21	-22	-2	-9	0.4	-0.4	0.0	-1.9
O=C(CNC(=O)c1ccco1)N/N=C/c1ccccc1[N+](=O)[O-]	4	1.3	-1.9	0	3	3	-4	0.1	-1.4	3.5	-0.2
COCCCNC(=S)N/N=C/c1ccc(N(C)C)cc1	i	1.7	1.4	13	2	5	-10	1.7	-0.7	2.4	6.7
Cc1cc(NS(C)(=O)=O)c(=O)n(Cc2c(F)cccc2Cl)c1	-34	0.9	-0.6	13	2	-3	7	-0.1	-1.1	0.4	0.5
Cc1cc(C)c(COCc2cc(/C=N/O)c(C)cc2C)cc1/C=N/O	14	3.3	-2.1	-36	4	-4	-5	-0.7	-1.9	-1.3	-0.7
CNC(=O)c1cc(S(=O)(=O)N2CC(C)OC(C)C2)ccc1N1CCCCC1 (stereo not given)	-1	0.5	0.5	-1	0	-1	-1	-0.3	-1.0	0.3	-0.2
COCCN=C1NN=C(c2ccc(C)c([N+](=O)[O-])c2)CS1	2	5.9	3.1	-7	3	4	1	1.0	-1.5	2.7	2.4
CCOC(=O)C1(CC2CCCCO2)CCN(Cc2cc3ccccc3[nH]2)CC1 (stereo not given)	11	-2.4	2.1	-10	-2	-1	5	-1.1	0.2	-1.1	-0.1
Cn1ccnc1/C(=N\NC(=O)c1ccccc1)c1cccc([N+](=O)[O-])c1	4	1.4	-1.0	3	0	0	-4	-1.3	-2.0	-0.7	-0.9
COc1ccc(C2(O)CC3CCC(C2)N3c2cc(C)nc(-c3ccccc3)n2)cc1 (stereo not given)	10	-1.8	-2.2	-19	-13	-1	-11	-0.8	-1.3	-0.5	-1.9
CC[n+]1c(P(=O)([O-])c2ccccc2)[nH]c2ccccc21	-14	-2.1	-1.7	0	1	-1	1	0.3	-1.7	-0.3	-0.8
CC1CCN(C(=O)CCc2ccc(S(=O)(=O)NC(C)C)cc2)CC1	1	0.0	-0.5	3	-1	2	0	-0.4	-1.9	1.2	0.9
O=C(NCC1CCCO1)c1ccccc1S(=O)(=O)c1ccc([N+](=O)[O-])cc1 (stereo not given)	-3	0.7	-0.4	-4	4	-2	3	0.4	-1.5	0.9	1.3
CCOC(=O)C1=C(C(=O)OCC)C2N(Cc3ccc(Br)cc3)c3ccccc3[C@@]23C[C@@H](C(=O)OC)N(S(=O)(=O)c2cccs2)C3=N1 (stereo not given in full)	3	/	-2.2	9	-3	-6	4	-1.1	-1.0	/	0.1
CCN(c1ccccc1)c1nc(Cl)nc2c1cnn2C	-5	6.5	-0.9	7	-4	-3	1	-0.8	-0.8	-1.4	-3.7
O=C(NC(=S)Nc1ccc2oc(=O)ccc2c1)c1ccco1	3	0.9	0.5	-1	0	1	-2	0.3	-1.2	0.2	1.8
O=C(CSC(=S)N1CCOCC1)c1ccccc1	4	-9.1	6.9*	-57	7	-1	0	2.0	-0.3	-3.2	11*
O=C(O)c1cc2cccc(S(=O)(=O)N3CCCCC3)c2cc1O	-108	0.4	0.3	-13	7	-2	3	0.0	-0.2	0.4	0.9
COc1ccc(CCC(=O)Nc2cccc(S(=O)(=O)N3CCCCCC3)c2)cc1	2	-1.0	-2.9	-11	-2	-2	-1	-3.5	-0.9	-1.4	-3.1
COC(=O)c1c(NC(=O)c2ccccc2)sc(C(N)=O)c1C	5	2.0	3.5	5	7	1	4	1.8	1.0*	0.0	-3.6
COc1ccc2nc(/N=C(\N)NC(=O)C(C)(C)C)nc(C)c2c1	-221	4.3	0.0	0	-37	4	-25	0.9	-0.7	3.0	5.7
CC(C)C(OC(=O)c1ccco1)C(=O)NC1CCCCC1 (stereo not given)	5	-0.3	-2.2	3	3	-1	4	0.4	-1.1	-0.1	0.1
O=c1c(-c2cccc([N+](=O)[O-])c2)[n+]([O-])c2ccccc2n1O	-5	0.1	0.6	2	2	-3	-12	-0.4	-0.7	6.5*	2.2
O=C(NCCc1nc2ccccc2n1CCOc1cc(F)ccc1F)C1CCCCC1	6	/	-0.9	-4	4	/	1	/	-1.6	/	1.7
OC1CCCN(C(=S)NCc2ccccc2)C1 (stereo not given)	-3	-2.1	-0.9	1	-1	3	1	-0.8	-2.2	-0.8	-3.8
COc1ccc(C)cc1NC(=O)CCNC(=O)c1ccco1	3	4.1	-2.4	-3	2	-2	-3	-0.2	-0.9	-0.6	0.4
CC(=O)NC(CCS(C)(=O)=O)C(=O)Nc1ccccc1 (stereo not given)	3	1.0	1.5	2	3	-2	-7	-0.1	-0.7	0.6	2.8
COc1ccccc1N1CCN(C(=O)c2ccc3noc(-c4ccccc4)c3c2)CC1	-2	-0.3	-1.6	-7	5	1	1	-1.8	-1.4	-0.9	-3.6
Cc1ccc(CNc2ccc3nnc(-c4ccccc4)n3n2)cc1	-16	1.9	-0.8	5	15	-2	7	-1.4	-2.1	0.4	-1.6
Nc1cc(N)nc(SCC(=O)NCC(=O)Nc2ccc(F)c(F)c2F)n1	0	-0.6	-0.8	-3	-2	-2	1	0.1	-0.9	-0.3	0.1

An excerpt from above in order of formula weight, rising:
SMILES	ADAM10 inh	GAA850 FXN act	hcDAF12 agonist	HGIII-sPLA2 inh	GC-A act	SMARCA2 activ	NPR2 activator	DAX1 inh-1	ssDAF-12 act	DAX1 inh-2	hgDAF12 agonist
CC(=O)NC(CCS(C)(=O)=O)C(=O)Nc1ccccc1 (stereo not given)	3	1.0	1.5	2	3	-2	-7	-0.1	-0.7	0.6	2.8
O=c1c(-c2cccc([N+](=O)[O-])c2)[n+]([O-])c2ccccc2n1O	-5	0.1	0.6	2	2	-3	-12	-0.4	-0.7	6.5*	2.2
COc1ccccc1N1CCN(C(=O)c2ccc3noc(-c4ccccc4)c3c2)CC1	-2	-0.3	-1.6	-7	5	1	1	-1.8	-1.4	-0.9	-3.6

The list continues.
SMILES	ADAM10 inh	GAA850 FXN act	hcDAF12 agonist	HGIII-sPLA2 inh	GC-A act	SMARCA2 activ	NPR2 activator	DAX1 inh-1	ssDAF-12 act	DAX1 inh-2	hgDAF12 agonist
O=C1NN(c2ccccc2)C(=O)/C1=C/c1ccc(Sc2ccc(Cl)cc2)o1	12	2.6	2.3	7	0	-2	-3	-0.6	-0.6	-0.1	0.4
O=C(O)C1CC=CCC1C(=O)Nc1cccnc1 (stereo not given)	-4	2.9	1.3	2	2	-1	2	-0.1	-1.1	-0.8	-2.5
CC(C)(C)S(=O)(=O)N1C[C@@H]2C(=CC[C@H]3C(=O)N(c4ccccc4)C(=O)[C@@H]23)[C@@H]1CCO	-14	-0.4	1.3	4	3	-5	7	0.5	-0.8	0.3	2.1
Cc1nc(SCC(=O)Nc2ccccn2)n[nH]1	1	3.9	-0.4	0	1	0	2	-0.4	-1.5	-0.5	-0.3
COc1ccc(CCCc2nnc(SCC(=O)Nc3ccccc3F)o2)cc1	-2	2.8	-0.3	-17	-2	1	2	0.0	-1.0	-0.1	1.2
Cc1nnc(SCC(=O)Nc2nsc(-c3ccc(C(C)(C)C)cc3)n2)s1	-16	6.4	7.3*	-22	1	1	-2	7.3*	0.6	4.4*	27*
O=C1CCC(C(=O)N2CCc3ccccc3C2)CN1CCCN1CCOCC1 (stereo not given)	-10	-1.8	-0.3	0	0	-1	0	-0.4	-0.7	0.7	0.0
COc1ccc(OC)c(CCNC(=O)CN2C(=O)CCSc3ccccc32)c1	1	-0.5	-0.9	5	-9	-3	1	-0.5	-0.6	-0.3	-0.8
O=[N+]([O-])c1cccc(S(=O)(=O)c2ccc(NCCO)c([N+](=O)[O-])c2)c1	5	1.8	-2.0	3	1	4	3	-1.2	-1.8	-1.2	0.2
Clc1cccc(NCc2ccccc2)n1	-1	7.2	0.2	-9	-3	-1	0	-1.1	-1.3	4.9*	4.1
COc1ccc(OCc2nnc(SC(C)C(=O)Nc3ccc(N4CCOCC4)cc3)n2C)cc1 (stereo not given)	-2	0.4	-1.6	-3	-2	0	-1	-0.3	-1.2	0.3	0.5
O=C(CSc1ncccn1)NCc1ccc2c(c1)OCO2	3	1.7	1.3	-1	2	6	-7	0.4	-0.3	0.1	4.7
O=C(Nc1sc2c(c1C(=O)O)CCCC2)C(=O)N1CCOCC1	6	4.0	4.2	-1	1	1	6	0.8	-0.2	1.1	3.4
O=C(NC1CC1)c1ccc2c(Cl)c3c(nc2c1)CCCC3	-8	3.0	-0.5	-2	8	0	2	0.0	-2.0	-1.4	11*
O=C(Nc1ccccc1C(=O)NCCc1ccc(O)cc1)c1ccco1	-5	-0.5	-1.9	-3	-3	-3	4	-1.2	-1.0	-2.1	-1.1
COc1cccc(-n2c(N)c(-c3nc4ccccc4[nH]3)sc2=S)c1	14	2.4	-0.6	11	5	2	2	0.2	-1.1	0.2	5.9
CC1(c2ccccc2)NC(=O)N(CC(=O)Nc2ccc3c(c2)CCC3)C1=O (stereo not given)	-10	-0.9	-1.7	-9	1	-2	-5	0.4	-1.6	0.3	-0.6
COc1cccc2c(=O)n(CC(=O)Nc3ccc(F)cc3)ccc12	-18	0.6	-0.2	2	-1	-2	-1	-0.5	-1.0	-0.2	1.4
S=C(NCc1ccccc1)Nc1cccc(Cl)c1	-9	-0.1	0.1	-2	1	-3	0	0.2	-1.0	-0.6	1.9
O=C(NCc1ccncc1)C1CCN(S(=O)(=O)c2cccc(C(F)(F)F)c2)CC1	4	0.3	0.8	1	-3	-4	-7	0.2	-0.5	0.0	-0.2
O=[N+]([O-])c1cc(-n2cnnn2)ccc1N1CCC(Cc2ccccc2)CC1	26*	2.4	0.9	1	-5	-4	-1	-0.9	-1.8	-0.7	-4.5
S=c1[nH]nc(Cn2cnc3ccccc32)n1-c1ccccc1	3	1.8	-0.1	1	0	-1	4	0.0	-0.7	-0.3	1.0
O=C(CSc1ncn[nH]1)NCCc1ccc(Cl)cc1Cl	-10	-1.6	0.1	-21	-1	0	1	-0.3	-1.2	-1.8	0.3
CN(CCC#N)C(=O)COC(=O)c1cc(Cl)cc(Cl)c1N	i	0.4	-1.1	-4	3	-1	-8	0.3	-0.5	-0.5	2.1
CC(=O)C1=C(O)C(=O)N(c2ccc(Br)cn2)C1c1ccccc1F (stereo not given)	-27	-0.2	-0.6	0	2	0	-12	1.1	-0.9	1.6	4.1
CC1CCC2(CC1)CCN(CCCOC(=O)NCc1ccc(Cl)cc1)C2=O (stereo not given)	4	/	-2.3	2	-2	-1	-5	-1.6	-1.8	/	-0.4
O=C1C=C(NCc2ccc(Cl)c(Cl)c2)CC1	6	0.4	0.7	-5	-1	1	3	-0.1	-1.0	-0.3	1.3
CSCCC(=O)N(C)CC1CCN(CCc2cccc(C(F)(F)F)c2)CC1	-9	-1.2	0.2	8	2	-1	-1	-0.3	-0.8	1.2	-1.5
O=C(Nc1nnc([C@@H]2C[C@H](O)[C@@H](CO)O2)s1)Nc1ccccc1C(F)(F)F	-4	-0.3	0.2	4	4	-4	9	1.8	-1.1	/	-0.7
COc1ccc(C)cc1NC(=O)c1c([N+](=O)[O-])cnn1C	4	1.8	-1.1	0	-4	-1	0	-0.3	-1.7	0.7	-1.2
